Screening data (PubChem)
Apaf1 inhib: inhibitors of human Apaf-1 apoptosome, primary screen, biochemical, DEVD-Rh110 fluorescence, uHTS | inhibition, % at 20 µM | Apoptotic protease-activating factor 1 (Homo sapiens), O14727 | reconstituted apoptosome caspase-3 activity | actives 0.71% (n = 330,000); active = inhibition of at least 40% at 20 µM;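 also: plate controls were DMSO wells for no effect and DEVD-CHO caspase inhibitor wells for full effect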
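Material: biochemical Apaf-1 apoptosome reconstitution. Medium: Hepes buffer, pH 7.5. Also added: cytochrome c activation, bis-DEVD rhodamine 110 substrate. Timing: 30 min compound preincubation, 50 min activation, room temperature. Measured by: rhodamine 110 fluorescence at Ex 480/Em 540 nm.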
SENP7 block: SENP7 protease inhibitors, primary screen, biochemical, luminescence, uHTS | Sentrin-specific protease 7 (Homo sapiens), Q9BQF6 | recombinant SENP7, Z-RLRGG-aminoluciferin luminescence, 40 min | inhibition, % at 5 µM | actives 1.5% (n = 330,000);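 active = inhibition above about 50% at the single test dose, limit read from the data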;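 also: plate controls were DMSO with enzyme for no effect and no enzyme buffer wells for full effect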
Target sequence (Q9BQF6 706-1050 limits assumed): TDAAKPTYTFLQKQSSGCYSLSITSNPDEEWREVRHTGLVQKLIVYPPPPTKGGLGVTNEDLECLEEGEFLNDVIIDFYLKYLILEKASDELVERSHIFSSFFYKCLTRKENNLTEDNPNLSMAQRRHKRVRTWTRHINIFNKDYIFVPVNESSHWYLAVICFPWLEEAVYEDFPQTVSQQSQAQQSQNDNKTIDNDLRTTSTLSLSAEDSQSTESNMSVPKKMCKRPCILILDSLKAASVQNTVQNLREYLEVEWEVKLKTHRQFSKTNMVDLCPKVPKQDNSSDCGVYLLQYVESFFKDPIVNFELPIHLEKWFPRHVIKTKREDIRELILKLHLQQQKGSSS
HKDC1 inh: HKDC1 hexokinase inhibitors, primary screen, biochemical, fluorescence, uHTS | inhibition, % at 20 µM | actives 0.16% (n = 340,000) | recombinant HKDC1, G6PDH/diaphorase resazurin coupled fluorescence | Q2TB90 | AID 493160, 2011;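 active = inhibition above about 35% when tested at 20 µM, limit read from the data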;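 also: plate controls were DMSO wells with enzyme for no effect and DMSO wells lacking enzyme for full effect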
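Material – in-house recombinant HK5 (HKDC1) enzyme · Quantity – HKDC1 at 5 µg/mL · Buffer or medium – pH 8.0 Tris buffer with 10 mM MgCl2 · Reagent – glucose with 1 mM ATP · Dosing – single 20 µM dose · Times – reaction time 90 min, room temperature, protected from light · Technique – resorufin fluorescence at 613 nm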
NLRP3 yeast inh: NALP3 inflammasome inhibitors in reconstituted yeast, primary screen, luminescence, uHTS; Yeast reconstituted NLRP3/ASC/caspase-1, beta-gal luminescence, 24 h; inhibition, % at 10 µM; actives 0.39% (n = 330,000);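 active = inhibition of 50% or more; inactive = inhibition below 50%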;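 also: plate controls were induced DMSO wells for no effect and uninduced yeast grown without galactose for full effect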
SENP8 block-1: SENP8 protease inhibitors, primary screen, biochemical, luminescence | purified SENP8, Z-RLRGG-aminoluciferin cleavage | inhibition, % at 10 µM | actives 1.2% (n = 330,000) | AID 2540, 2010; in the data active = inhibition above about 50%
Target sequence (Q96LD8 whole entry, looked up): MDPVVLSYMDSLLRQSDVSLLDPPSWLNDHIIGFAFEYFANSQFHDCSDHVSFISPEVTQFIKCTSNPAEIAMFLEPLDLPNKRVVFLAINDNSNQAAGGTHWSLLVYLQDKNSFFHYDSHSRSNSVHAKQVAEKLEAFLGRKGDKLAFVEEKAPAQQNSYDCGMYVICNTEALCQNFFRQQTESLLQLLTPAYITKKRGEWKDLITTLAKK
PfGluPho inh: PfG6PD enzyme inhibitors, primary screen, biochemical, fluorescence intensity, uHTS; glucose-6-phosphate dehydrogenase-6-phosphogluconolactonase (Plasmodium falciparum 3D7); PfGluPho enzyme, NADPH resazurin-diaphorase fluorescence; inhibition, % at 20 µM; actives 0.78% (n = 350,000); AID 504690, 2011;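 active = inhibition reaching at least a set limit at 20 µM in the primary screen, cut at about 59% in these data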;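 also: 0% = DMSO wells with substrate and 100% = DMSO wells lacking glucose-6-phosphate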
SENP8 block-2: human SENP8 protease inhibitors, primary screen, biochemical, fluorescence, Nedd8 protein substrate, uHTS | Sentrin-specific protease 8 (Homo sapiens), Q96LD8 | recombinant SENP8 | inhibition, % at 20 µM | actives 0.64% (n = 360,000) | AID 602440, 2012; in the data active = inhibition mostly above about 40%, no sharp cut-off; inactive = mostly below about 27%
SENP6 block: SENP6 protease inhibitors, primary screen, biochemical, luminescence, uHTS | Sentrin-specific protease 6 (Homo sapiens), Q9GZR1 | Recombinant SENP6 catalytic domain, aminoluciferin luminescence | inhibition, % at 10 µM | actives 1.8% (n = 330,000);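 active = inhibition above about 50% at the single tested dose, limit read from the data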;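 also: plate controls were DMSO wells with enzyme for no effect and DMSO wells lacking enzyme for full effect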
SENP1 inh: human SENP1 catalytic domain inhibitors, primary screen, biochemical, FRET, uHTS; actives 0.21% (n = 360,000); Sentrin-specific protease 1 (Homo sapiens), Q9P0U3; AID 624204, 2012; recombinant SENP1 catalytic domain, CyPet-SUMO1-YPet FRET cleavage; inhibition, % at 10 µM;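 active = inhibition at least 30% at 10 µM, raw YFP signal under a set limit, fluorescence ratio 0.5 to 1.5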;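 also: 0% = enzyme with DMSO and 100% = no enzyme wells; some results filed as inactive read as strong as hits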
Target sequence (Q9P0U3 419-644 limits assumed): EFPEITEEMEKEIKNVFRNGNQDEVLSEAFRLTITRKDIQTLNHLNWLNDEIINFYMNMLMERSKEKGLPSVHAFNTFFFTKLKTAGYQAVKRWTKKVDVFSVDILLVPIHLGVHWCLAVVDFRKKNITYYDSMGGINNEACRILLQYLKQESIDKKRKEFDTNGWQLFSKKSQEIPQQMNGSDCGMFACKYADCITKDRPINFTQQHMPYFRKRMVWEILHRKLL
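Compound: 10 µM single point, 0.5% DMSO; Test system: hSENP1 catalytic domain, recombinant; Timing: 50 min reaction at room temperature; Technique: FRET, CFP and YFP emission; Control set: no-enzyme wells low, DMSO-plus-enzyme wells high control.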
Numbers without * were called inactive; x = no result given; & = joins results of further samples.

SMILES	Apaf1 inhib	SENP7 block	HKDC1 inh	NLRP3 yeast inh	SENP8 block-1	PfGluPho inh	SENP8 block-2	SENP6 block	SENP1 inh
CC(c1ccccc1)n1c(-c2ccccc2F)n[nH]c1=S (stereo unspecified)	-10	-1	4	23	-7	40	5	10	0
CCOc1ccc(N(CC(=O)Nc2ccccc2F)S(=O)(=O)c2c(C)[nH]c(=O)[nH]c2=O)cc1	0	18	3	18	3	-6	0	14	-2
COc1cc2[nH]c(=O)n(CCCCCC(=O)NCCCN3CCCC3=O)c(=O)c2cc1OC	5	14	-4	7	1	-8	-50	-26	2
Cc1ccc(C(=O)Nc2ccc(N3CCOCC3)cc2)cc1	-4	-3	-13	19	7	5	12	-11	2
O=C(CSc1ccc(-c2cccnc2)nn1)Nc1ccc(Br)cc1	10	16	6	28	-9	23	7	-2	-1
COc1ccc(-c2cc(N)n(S(=O)(=O)Cc3ccccc3)n2)c(OC)c1	-5	10	-2	20	-3	35	14	-3	0
O=C1NN(c2ccccc2)C(=O)/C1=C/c1cccs1	-4	2	x	11	7	x	x	-3	x
CCOC(=O)N1CCC(Nc2c(NCCCN3CCN(c4ccc(OC)cc4)CC3)c(=O)c2=O)CC1	-8	0	-8	8	-4	-8	64*	-16	1
CC(C)(O)C#Cc1ccc(C(=O)N2CCN(C(=O)c3ccco3)CC2)cc1	2	2	-6	-3	4	4	-2	11	-1
CCc1nc(OCC(=O)c2ccccc2)c(C#N)c2c1COC(C)(C)C2	19	6	-8	7	5	-7	20	17	0
CCOc1cccc(OCCCOc2ccccc2)c1	7	2	-3	2	4	3	18	-2	2
Fc1ccc2c(c1)C1C=CCC1C(c1cc3c(cc1Br)OCO3)N2 (stereo unspecified)	21	9	0	2	1	16	21	5	28

Some of the entries so far, with bars between the fields.
Compound | Apaf1 inhib | SENP7 block | HKDC1 inh | NLRP3 yeast inh | SENP8 block-1 | PfGluPho inh | SENP8 block-2 | SENP6 block | SENP1 inh
O=C(CSc1ccc(-c2cccnc2)nn1)Nc1ccc(Br)cc1 | 10 | 16 | 6 | 28 | -9 | 23 | 7 | -2 | -1
CCOc1cccc(OCCCOc2ccccc2)c1 | 7 | 2 | -3 | 2 | 4 | 3 | 18 | -2 | 2
CCc1nc(OCC(=O)c2ccccc2)c(C#N)c2c1COC(C)(C)C2 | 19 | 6 | -8 | 7 | 5 | -7 | 20 | 17 | 0
Cc1ccc(C(=O)Nc2ccc(N3CCOCC3)cc2)cc1 | -4 | -3 | -13 | 19 | 7 | 5 | 12 | -11 | 2

The listing continues:
SMILES	Apaf1 inhib	SENP7 block	HKDC1 inh	NLRP3 yeast inh	SENP8 block-1	PfGluPho inh	SENP8 block-2	SENP6 block	SENP1 inh
O=C(C1CCCCC1)N1CCC2CC1c1cc(Cl)ccc12 (stereo unspecified)	x	x	-4	x	x	-10	-2	x	-1
COc1cc(C(=O)Nc2c(C)cc(C)cc2C)c(Br)c(OC)c1OC	10	-16	-10	17	-6	3	6	-4	0
Cc1ccc2[nH]c(CN3CCN(C)C(CCO)C3)c(C)c2c1 (stereo unspecified)	-9	-6	-3	13	5	18	-20	10	-2
COc1cccc(/C=N/NC(=O)c2c(C)nc3ccc(Br)cn23)c1O	3	10	-20	22	-4	-15	10	-15	-25
CC1CCC(NC(=O)C2CCN(c3c4c(nc5ncnn35)CCC4)CC2)CC1 (stereo unspecified)	1	-3	-2	3	-1	6	-4	7	3
COC(=O)c1ccc(/C=N/OCC(=O)NCc2ccc(F)cc2)cc1	-3	1	-4	16	2	4	10	-8	-3
Cc1cc(C)c(S(=O)(=O)N(C)CC(=O)NCc2cccnc2)c(C)c1	9	-15	-5	0	-6	0	15	-34	1
Cc1ccc(CC(=O)NCCC(=O)O)cc1	2	4	14	16	-4	-6	20	6	3
COC(=O)c1ccc(S(=O)(=O)NCc2ccco2)n1C	-10	1	-1	20	-4	-9	23	-15	2
Cc1ccc(NC(=O)C23CCC(C)(C(=O)[C@H]2Br)C3(C)C)cc1 (stereo partly specified)	-16	6	-2	40	5	4	31	-6	1
CCn1nc(C(=O)NC2=NCCS2)c2ccccc2c1=O	-4	3	-1	15	-2	12	12	-15	0
O=c1c(Cl)c(N2CCN(S(=O)(=O)c3ccccc3)CC2)cnn1-c1ccccc1	1	8	-13	11	-1	-4	28	7	1

Laid out differently: 4 of the compounds above
COc1cc(C(=O)Nc2c(C)cc(C)cc2C)c(Br)c(OC)c1OC
  Apaf1 inhib: 10; SENP7 block: -16; HKDC1 inh: -10; NLRP3 yeast inh: 17; SENP8 block-1: -6; PfGluPho inh: 3; SENP8 block-2: 6; SENP6 block: -4; SENP1 inh: 0
COc1cccc(/C=N/NC(=O)c2c(C)nc3ccc(Br)cn23)c1O
  Apaf1 inhib: 3; SENP7 block: 10; HKDC1 inh: -20; NLRP3 yeast inh: 22; SENP8 block-1: -4; PfGluPho inh: -15; SENP8 block-2: 10; SENP6 block: -15; SENP1 inh: -25
COC(=O)c1ccc(/C=N/OCC(=O)NCc2ccc(F)cc2)cc1
  Apaf1 inhib: -3; SENP7 block: 1; HKDC1 inh: -4; NLRP3 yeast inh: 16; SENP8 block-1: 2; PfGluPho inh: 4; SENP8 block-2: 10; SENP6 block: -8; SENP1 inh: -3
Cc1cc(C)c(S(=O)(=O)N(C)CC(=O)NCc2cccnc2)c(C)c1
  Apaf1 inhib: 9; SENP7 block: -15; HKDC1 inh: -5; NLRP3 yeast inh: 0; SENP8 block-1: -6; PfGluPho inh: 0; SENP8 block-2: 15; SENP6 block: -34; SENP1 inh: 1

Carrying on:
SMILES	Apaf1 inhib	SENP7 block	HKDC1 inh	NLRP3 yeast inh	SENP8 block-1	PfGluPho inh	SENP8 block-2	SENP6 block	SENP1 inh
COc1ccc(S(=O)(=O)N2CCN(C(=O)C3CC(=O)N(c4ccccc4F)C3)CC2)cc1OC (stereo unspecified)	x	x	-2	x	x	-3	11	x	-1
CCOC(=O)N1CCN(C(=O)CSCc2ccccc2Cl)CC1	3	8	6	-7	5	-22	12	12	0
CC(C)(C)c1ccc(-n2ncc3c2CCCC3NC(=O)CCN2CCCO2)cc1 (stereo unspecified)	8	-1	2	5	10	-12	14	7	1
CCN(CC)S(=O)(=O)c1ccc(C)c(NC(=O)COC(=O)CNC(=O)c2ccc(C(C)(C)C)cc2)c1	3	1	-2	8	-5	-11	9	-23	-1
Cc1cccc(N2C(=S)NC3c4ccccc4OC2(C)C3C(=O)N(C)C)c1 (stereo unspecified)	-7	-2	-6	4	-3	9	3	4	1
CCOc1ccc(C2N(c3ccc(Cl)cc3)C(=O)C3CCCN32)cc1OC (stereo unspecified)	0	-5	-6	-3	5	14	13	-3	-3
Cc1ccc(CCNC(=O)c2ccc(CS(=O)(=O)Cc3ccc(F)cc3)o2)cc1	1	-1	-5	12	2	-5	4	18	3
Cc1noc2ncnc(Sc3ccc(Cl)cc3)c12	17	-12	3	37	-5	11	17	-18	2
COc1ccc([C@H]2CC(=O)C=C(/C=C/c3ccc(Cl)cc3)C2)cc1	8	0	-1	1	13	11	9	-6	3
O=C(COC(=O)CNC(=O)c1ccc(Cl)cc1)Nc1ncc(C(F)(F)F)cc1Cl	-6	-8	-8	-1	-11	-15	8	3	-3
Cc1ccc(CN2CCN(Cc3ccc4cccc(F)c4n3)CC2CCO)cc1 (stereo unspecified)	8	11	5	21	-9	-15	-7	-6	-2
C=CCOC(=O)C1=C(C)NC(SCC(=O)N(CC)CC)=C(C#N)C1c1ccco1 (stereo unspecified)	17	-7	-3&-1	-5	-6	-15&-18	11&-49	2	1&0
COC(=O)C1=C(CSc2nnnn2C)NC(=O)NC1c1cc(C)ccc1C (stereo unspecified)	-4	2	-7	20	-1	-6	8	7	-1
CNC(=S)N1CCn2cccc2C1c1ccc(F)cc1 (stereo unspecified)	0	-9	-4	6	-1	1	11	4	-2
COc1ccccc1NC(=O)Nc1ccc(Br)cn1	0	21	-7	41	-3	-11	20	11	-2
Cc1ccc(NC(=O)c2ccccc2N(C)S(=O)(=O)c2ccccc2)c(C)c1	13	2	15	8	-4	-13	8	-5	0
O=C(CN1CCc2ccccc2C1)NCC(=O)Nc1ccc(F)cc1	2	3	-10	5	3	2	7	-8	0
COc1ccc(C(=O)N2CCN(C(=O)C3COc4ccccc4O3)CC2)cc1OC (stereo unspecified)	-1	-5	-5	0	-2	-10	9	-4	2
C=CCC1Cc2c(Br)cccc2C(CC=C)N1 (stereo unspecified)	9	5	-11	-24	-2	8	8	-22	-5
Cc1nnc(Sc2cc(C(=O)NCCCN(C)Cc3ccccc3)c3ccccc3n2)s1	-8	-8	0	6	-12	1	-28	-9	2
O=C(O)c1ccc(N/N=C/C=C/c2ccccc2[N+](=O)[O-])cc1	-5	12	4	20	47	8	8	20	1
O=C(O)c1cnnc2ccccc12	x	x	-8	x	x	3	8	x	1
Cc1cccc(/C=N/NC(=O)c2ccc3c(c2)OCCO3)c1O	6	97*	x	39	94*	x	11	94*	-5
CCC(C)Cn1c(C)nc2ccccc21 (stereo unspecified)	4	0	-8	-23	-4	1	18	-7	0
O=C(NCCS(=O)(=O)NC1CCCC1)c1ccccc1	-1	-8	-3	13	2	-1	7	-8	0
Cc1ccc(SCC(=O)c2ccc(CC(=O)O)s2)cc1	6	5	3	19	-7	6	12	-7	-7
Cc1[nH]c2ccccc2c1/C=N/NC(=O)c1cc(C(C)(C)C)[nH]n1	5	-4	-2	-6	-7	15	-93	-15	1
Cc1cc2[nH]c(=O)c(=O)[nH]c2cc1S(=O)(=O)N1CCN(c2cccc(Cl)c2)CC1	7	5	0	16	8	-15	-113	0	5
CC1Cc2cc(/C(O)=C3/C(=O)C(=O)N(CCCn4ccnc4)C3c3ccc(F)cc3)ccc2O1 (stereo unspecified)	17	2	0	5	6	-10	-44	2	-2
O=C(NC(=S)Nc1ccccc1F)c1ccc(Br)o1	-10	-10	-11	29	-13	4	10	-11	-1
Cc1ccn(CCC(=O)N2CCc3ccccc32)n1	-9	3	-5	15	4	12	8	-20	0
